Gli-Sufu antag = Gli-Sufu pathway antagonists, primary screen, luciferase luminescence, Sufu-KO-LIGHT cells, uHTS; Sufu-KO-LIGHT fibroblasts, Gli luciferase reporter luminescence; inhibition, % at 5 µM; 340,000 tested, 0.74% active;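 active means inhibition above about 55%, limit read from the data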;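 further: 0% = DMSO-treated cells and 100% = wells with medium but no cells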
APJ agonist = agonists of human apelin receptor APJ, primary screen, CHO-K1 cells, PathHunter beta-arrestin, luminescence. 0% DMSO wells, 100% apelin. activation, % at 20 µM. 330,000 tested, 0.11% active;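 active means activation more than six SD over the plate average, tested at 20 µM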;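 further: 0% = DMSO alone and 100% = apelin-13 at 10 nM; some results filed as inactive read as strong as hits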
Target sequence (P35414 whole entry, looked up): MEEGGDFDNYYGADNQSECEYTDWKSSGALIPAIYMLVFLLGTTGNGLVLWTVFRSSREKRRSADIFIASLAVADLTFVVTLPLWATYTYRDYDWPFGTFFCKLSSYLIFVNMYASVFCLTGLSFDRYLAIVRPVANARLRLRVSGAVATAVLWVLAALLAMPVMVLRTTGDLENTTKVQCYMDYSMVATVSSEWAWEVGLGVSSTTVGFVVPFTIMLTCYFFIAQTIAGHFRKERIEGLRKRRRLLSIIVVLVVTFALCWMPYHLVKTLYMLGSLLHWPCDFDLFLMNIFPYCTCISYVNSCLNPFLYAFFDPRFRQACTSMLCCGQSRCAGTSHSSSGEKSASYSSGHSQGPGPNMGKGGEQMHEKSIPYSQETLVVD
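Assay system: CHO-K1 cells stably expressing ProLink-tagged human APJ and arrestin–beta-gal acceptor. Compound dosing: 20 µM single point, 1% DMSO. Times: 16-18 h seeding, 90 min dark compound exposure, 60 min detection. Detection: beta-gal luminescence. Evaluation: APJ–arrestin association signal. Controls: negative DMSO alone, positive Apelin-13 at 10 nM.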
CXCR6 inh = CXCR6 receptor inhibitors, primary screen, cell-based, beta-arrestin, luminescence, CHO-K1 PathHunter, 1536-well | inhibition, % at 20 µM | AID 602244, 2012 | C-X-C chemokine receptor type 6 (Homo sapiens), O00574 | 360,000 tested, 0.36% active; in the data active means inhibition above about 34%, passing the limit was not always enough;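 further: antagonist mode with CXCL16 agonist at 10 nM final; 0% = 10 nM CXCL16 with DMSO and 100% = unstimulated wells without agonist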
Target sequence (O00574 whole entry, looked up): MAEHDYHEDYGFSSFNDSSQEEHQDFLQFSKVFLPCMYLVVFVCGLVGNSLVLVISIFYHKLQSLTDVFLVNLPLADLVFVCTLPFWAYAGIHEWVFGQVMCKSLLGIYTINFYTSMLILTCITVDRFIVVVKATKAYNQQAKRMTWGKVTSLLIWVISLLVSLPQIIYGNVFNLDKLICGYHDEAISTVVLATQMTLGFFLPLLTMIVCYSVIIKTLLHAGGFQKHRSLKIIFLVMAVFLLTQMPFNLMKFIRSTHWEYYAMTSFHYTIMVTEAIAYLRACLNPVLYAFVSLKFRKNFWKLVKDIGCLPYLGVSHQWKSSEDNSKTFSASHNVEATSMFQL
CCR6 antag = CCR6 receptor antagonists, primary screen, cell-based, CHO-K1, luminescence, beta-arrestin, uHTS; C-C chemokine receptor type 6 (Homo sapiens), P51684; CHO-K1 CCR6 PathHunter beta-arrestin, CCL20-stimulated; inhibition, % at 20 µM; 340,000 tested, 0.49% active; AID 493098, 2011;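 active means compounds whose inhibition of the agonist-driven luminescence signal at 20 µM reaches about 50%, limit read from the data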;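 further: cells stimulated with CCL20 at 14 nM final; plate controls were DMSO with CCL20 for no effect and DMSO without agonist for full effect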
APJ antagonist = antagonists of human apelin receptor APJ, primary screen, CHO-K1 cells, beta-arrestin complementation, luminescence; P35414; inhibition, % at 20 µM; 330,000 tested, 0.32% active; AID 2521, 2010;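 active means inhibition above about 40% at 20 µM, limit read from the data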;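 further: cells challenged with 10 nM apelin-13 agonist together with compound; plate controls were apelin-13 plus DMSO wells for no effect and DMSO wells lacking apelin-13 for full effect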
UBC13 inh = UBC13 polyubiquitin chain formation inhibitors, primary screen, biochemical, TR-FRET, uHTS | AID 485273, 2010 | inhibition, % at 20 µM | Ubiquitin-conjugating enzyme E2 N (Homo sapiens), P61088 | 330,000 tested, 0.47% active; in the data active means inhibition above about 45%, passing the limit was not always enough
ATG4B inh = ATG4B protease inhibitors, primary screen, biochemical, fluorescence, uHTS; Cysteine protease ATG4B (Homo sapiens), Q9Y4P1; ATG4B cleavage of LC3-PLA2, NBD-HPC fluorescence, 1 h; inhibition, % at 8.33 µM; 340,000 tested, 0.51% active; AID 504462, 2011; in the data active means inhibition above about 40%
EBI2 antag = EBI2 receptor antagonists, beta-arrestin recruitment, primary screen, cell-based, luminescence, 7a,25-OHC stimulation, uHTS. G-protein coupled receptor 183 (Homo sapiens), P32249. 7a,25-OHC stimulated. 360,000 tested, 0.81% active. AID 651636, 2012. inhibition, % at 5 µM; in the data active means inhibition above about 38%;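 further: enzyme fragment complementation signal reports receptor beta-arrestin coupling in cells; 0% = agonist plus DMSO wells and 100% = wells without agonist; some results beyond the cut were filed as inactive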
Target sequence (P32249 whole entry, looked up, the tested form may be a part): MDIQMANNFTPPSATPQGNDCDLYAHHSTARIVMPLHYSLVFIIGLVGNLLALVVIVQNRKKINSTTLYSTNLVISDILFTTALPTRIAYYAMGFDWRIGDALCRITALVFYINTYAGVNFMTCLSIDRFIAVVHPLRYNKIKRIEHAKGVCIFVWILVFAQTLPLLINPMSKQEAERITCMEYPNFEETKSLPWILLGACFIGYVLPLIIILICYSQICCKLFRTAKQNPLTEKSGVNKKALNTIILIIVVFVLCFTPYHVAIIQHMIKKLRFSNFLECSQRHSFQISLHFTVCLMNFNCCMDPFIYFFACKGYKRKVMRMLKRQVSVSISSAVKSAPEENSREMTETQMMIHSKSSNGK
* = called active by the depositor; . = no result given.

Preview (3 entries):
SMILES | Gli-Sufu antag | APJ agonist | CXCR6 inh | CCR6 antag | APJ antagonist | UBC13 inh | ATG4B inh | EBI2 antag
Nc1c(N(CCC2=CCCCC2)C(=O)Cc2ccccc2F)c(=O)[nH]c(=O)n1Cc1ccccc1 | -5 | -4 | 8 | 5 | -2 | -14 | -12 | 5
COc1ccc(N/C=C/C(=O)c2ccc3c(c2)OCO3)cc1OC | -56 | -2 | 0 | 14 | -1 | -9 | -5 | -2
Oc1ccc(C=NN=C2c3ccccc3-c3ccccc32)c(O)c1 | 33 | . | 33 | 46 | . | . | -3 | 26

The list itself, from the first entry:
SMILES | Gli-Sufu antag | APJ agonist | CXCR6 inh | CCR6 antag | APJ antagonist | UBC13 inh | ATG4B inh | EBI2 antag
Nc1c(N(CCC2=CCCCC2)C(=O)Cc2ccccc2F)c(=O)[nH]c(=O)n1Cc1ccccc1 | -5 | -4 | 8 | 5 | -2 | -14 | -12 | 5
COc1ccc(N/C=C/C(=O)c2ccc3c(c2)OCO3)cc1OC | -56 | -2 | 0 | 14 | -1 | -9 | -5 | -2
Oc1ccc(C=NN=C2c3ccccc3-c3ccccc32)c(O)c1 | 33 | . | 33 | 46 | . | . | -3 | 26
CN(c1ccccc1)S(=O)(=O)c1cccc(C(=O)OCC(=O)NCc2ccccc2)c1 | 6 | -3 | 5 | -1 | 1 | 12 | -5 | -2
CCOC(=O)CSC1=C(C#N)C(c2ccc3c(c2)OCO3)CC(=O)N1 (centres undefined) | -12 | -2 | 4 | -5 | -7 | -1 | -9 | 7
CCOC(=O)N1CCC(N2CCCC(CO)(Cc3ccccc3C)C2)CC1 (centres undefined) | 21 | -1 | 1 | 4 | 5 | 5 | -8 | 5
O=C1C2C3C=CC(C3)C2C(=O)N1CCCCN1C(=O)C2C3C=CC(C3)C2C1=O (centres undefined) | -9 | -3 | -9 | 7 | 14 | -6 | -6 | 9
COc1ccc(-n2c(SCC(=O)N3CCN(c4ccccc4)CC3)nc3c(c2=O)SCC3)cc1 | 32 | 8 | 6 | 22 | 13 | -16 | -8 | 2
CCN(CC)CCN=C1CCCc2ccccc2N1 | 3 | 0 | 2 | 0 | 15 | -2 | 1 | 2
COc1ccc(C(=O)Nc2cccc(-c3ccc(N4CCOCC4)nn3)c2)cc1 | -61 | 4 | -2 | 7 | 10 | -2 | -9 | -2
CCN1C(=O)c2cccc3c(S(=O)(=O)NCc4ccccc4)ccc1c23 | 4 | -4 | -4 | 10 | 0 | 9 | -2 | -3
COc1ccc(-c2c(-c3ccc(OCC(=O)NN)cc3O)n[nH]c2C(F)(F)F)cc1 | -8 | -2 | -4 | -6 | -4 | 8 | -7 | -11
Fc1ccc(CSc2ccc(-c3ccc4c(c3)OCO4)nn2)cc1 | -6 | 0 | 3 | 5 | 1 | 8 | -6 | 8
COc1ccc(Cl)cc1S(=O)(=O)NCc1ccncc1 | -2 | 1 | -4 | 0 | 4 | 2 | 3 | 0
Cn1nc(C(F)(F)F)cc1C(=O)O | 5 | 0 | 2 | 8 | -7 | -6 | -2 | -3
CCN(CC)S(=O)(=O)c1ccc2c(c1)nc(CCC(=O)Nc1cccc(C(F)(F)F)c1)n2CC | 3 | -2 | -8 | -2 | -15 | 2 | -15 | -6
Cc1cc(C)nc(NS(=O)(=O)c2ccc(NC(=O)c3ccc(S(=O)(=O)N(C)C)cc3)cc2)n1 | -25 | 0 | -6 | 22 | 16 | -3 | -1 | 10
O=C(COC(=O)CNS(=O)(=O)c1ccccc1)Nc1ccc(Cl)cn1 | 7 | -1 | -1 | -3 | -3 | 9 | -6 | -3
CC1(C)CC(=O)C2=C(C1)Nc1ccccc1NC2c1ccc(F)c(F)c1 (centres undefined) | 3 | -2 | 0 | 6 | 7 | -8 | -6 | 0
FC(F)(F)c1cc(Cl)c2nc(-c3ccccc3)cn2c1 | -59 | 6 | 0 | 6 | -7 | 4 | -4 | -16
COc1cccc(CC2(CO)CCN(Cc3cnc(-c4cccc(C)c4)nc3)CC2)c1 | 20 | -1 | -6 | -5 | -17 | 4 | -2 | 18
N#Cc1cn(-c2cccc(C(F)(F)F)c2)c(=O)[nH]c1=O | 5 | -2 | -3 | 0 | 15 | 2 | -4 | 4
C=CCNc1nnc(Sc2ncccc2[N+](=O)[O-])s1 | 13 | 0 | -5 | -1 | -25 | -10 | -4 | -3
COc1ccc2cc(C(=O)C3CCCN(C(=O)c4cc(=O)n(C)c(=O)n4C)C3)ccc2c1 (centres undefined) | 13 | 1 | -4 | 3 | -8 | 12 | 1 | 12
Cc1cc2ccccn2c1C(=O)c1cccc([N+](=O)[O-])c1 | -9 | -6 | 12 | 16 | -17 | 3 | -8 | -2
Carrying on:
SMILES | Gli-Sufu antag | APJ agonist | CXCR6 inh | CCR6 antag | APJ antagonist | UBC13 inh | ATG4B inh | EBI2 antag
Cc1cccc(C(=O)NCCNC(=O)c2ccccn2)c1 | 0 | -1 | 9 | 2 | -2 | -3 | -5 | 3
CCc1cc(=O)oc2cc3oc(C)c(C)c3cc12 | 4 | -1 | 1 | 8 | 13 | 4 | -9 | -10
Cc1cc(OC(F)F)ccc1NC(=S)NC1CCCC1 | 37 | 2 | -7 | 3 | -6 | 6 | 2 | -5
COC(=O)C1CC23C=CCN4CCC5(c6ccccc6NC15C2C)C43 (centres undefined) | 13 | -2 | -1 | 2 | 13 | 4 | 7 | 8
OC1(C(F)(F)F)CC(O)(C(F)(F)F)n2nc(-c3ccccc3)cc2N1 (centres undefined) | 10 | -3 | 0 | 4 | 7 | 9 | 1 | 4
CC(C)c1cc(CN2CCOCC2)cc(C(C)C)c1O | -10 | -5 | -4 | 6 | -27 | -10 | 10 | -2
C=CCNC(=S)N/N=C/c1ccc(C(F)(F)F)cc1 | -13 | -2 | -6 | 7 | -7 | 6 | -6 | 8
O=C(CCCCCNC(=O)N1CCn2c1nc1ccccc12)N[C@H](Cc1ccccc1)C(=O)O | 5 | -5 | 3 | -9 | 7 | 3 | -21 | -5
O=C(CSc1ccc(F)cc1)Nc1cccc(S(=O)(=O)N2CCOCC2)c1 | 5 | -2 | 3 | 14 | -4 | -3 | 3 | -8
CC(=O)c1ccc(OC(=O)C2CSC3(C)CCC(=O)N23)cc1 (centres undefined) | -7 | -2 | 5 | 1 | 10 | -15 | 4 | -3
Cc1cc(N2C(=O)C(O)=C(C(=O)c3cc4ccccc4o3)C2c2cccc(Cl)c2)no1 (centres undefined) | -15 | -4 | 12 | 17 | 1 | -9 | -9 | -5
CNC(=S)N/N=C/c1c(Cl)cccc1Cl | 1 | -4 | -2 | 6 | 14 | -2 | -9 | -1
CCOC(=O)CNC(=O)CSc1nc2ncc(Br)cc2[nH]1 | 9 | -1 | 2 | 16 | 14 | 2 | -8 | -7
Cc1ccc2nc(-c3ccc(O)cc3)c(Nc3ccc4c(c3)OCCO4)n2c1 | -1 | 2 | 5 | 4 | 3 | 15 | 0 | -5
O=c1c(Cc2ccc(F)cc2)c(O)ccn1Cc1ccco1 | -25 | -1 | 1 | -9 | 5 | 2 | -5 | -2
CCO[C@H]1OC(C(=O)N2CCOCC2)=C[C@@H](c2ccccc2)[C@@H]1CCCO | -11 | 4 | 0 | 3 | -6 | -13 | -3 | -2
C=CCOc1cccc(CNn2nnnc2N)c1 | 2 | -3 | 6 | 0 | -1 | -26 | -1 | -4
O=C(CSc1nc2ccccc2nc1SCC(=O)N1CCOCC1)N1CCOCC1 | -6 | -2 | -7 | 11 | -11 | -17 | -4 | -8
CSCC[C@H](NC(=O)CCNC(C)=O)c1nc2ccccc2[nH]1 | 4 | 1 | 5 | -11 | 3 | -1 | -2 | 4
Cc1ccccc1NC(=O)CC1SC(=O)N(c2ccccc2)C1=O (centres undefined) | 3 | -7 | 8 | 30 | -7 | 8 | 1 | 2
O=c1[nH]c2cc3c(cc2cc1CN(CC1CCCO1)S(=O)(=O)c1ccccc1)OCCO3 (centres undefined) | -2 | 4 | -8 | 1 | -21 | -1 | -2 | -2
O=C(CSc1nc2ccc(Cl)cc2[nH]1)N1CCN(C(=O)c2ccco2)CC1 | -3 | -2 | 8 | 0 | -10 | -2 | -3 | -4
Cc1cc(C(=O)NC2CCCN(Cc3ccccc3F)C2)n[nH]1 (centres undefined) | 9 | -3 | -1 | 9 | 15 | 0 | -5 | -13
Cc1ccc(C)c(NC2=CC(=O)CC(C)(C)C2)c1C#N | -2 | -1 | -4 | 13 | 1 | -4 | 4 | 3
CSc1c(C#N)c(N)nc2sc(C(=O)c3ccccc3)c(N)c12 | 9 | -5 | 11 | 4 | 7 | -6 | 1 | 4
Further compounds follow.
SMILES | Gli-Sufu antag | APJ agonist | CXCR6 inh | CCR6 antag | APJ antagonist | UBC13 inh | ATG4B inh | EBI2 antag
COc1ccc(NC2CCCN(C(=O)c3cccnc3)C2)cc1 (centres undefined) | 0 | -1 | -4 | 9 | -8 | -8 | -1 | -22
CCn1cc(C(=O)N(C)c2ccccc2F)c2cc(OC)c(OC)cc2c1=O | -2 | 2 | -4 | 8 | 4 | -10 | 4 | 3
Cc1onc(-c2ccccc2)c1C(=O)N1CCN(Cc2ccc3c(c2)OCO3)CC1 | 8 | 0 | 4 | -6 | 9 | 0 | -10 | -7
COc1cccc(NC(=O)Cn2nnc(C(=O)Nc3cc(Cl)ccc3OC)c2N)c1 | 30 | 9 | 6 | 7 | 3 | -11 | -14 | -10
O=C(CCS(=O)(=O)Cc1ccccc1)Nc1nnc(C(F)(F)F)s1 | 26 | 1 | 7 | 18 | 13 | 3 | 0 | -13
COc1ccc(NC(=S)N(CCCN2CCOCC2)C(C)c2cc3cccc(OC)c3o2)cc1 (centres undefined) | 9 | -4 | -3 | 9 | 5 | 20 | -12 | 16
COc1ccc(CC(=O)Nc2nc3ccc(F)cc3s2)cc1S(=O)(=O)N1CCOCC1 | 5 | -1 | -4 | 3 | 1 | 6 | -21 | 0
COc1ccc(-n2ccnc(SCC(=O)NC3CCCCC3)c2=O)cc1 | -6 | -7 | 7 | -1 | 11 | 10 | -6 | 0
COc1ccccc1C(c1nnnn1C(C)(C)C)N1CCCCCC1 (centres undefined) | 0 | 9 | 8 | 14 | -2 | -1 | 0 | 6
C[n+]1ccn(CC(=O)c2ccc(Cl)cc2)c1 | -5 | -5 | -10 | -9 | -5 | 7 | -1 | 1
CCOC(=O)c1c(C)[nH]c(C)c1C(=O)COC(=O)c1ccc(Cl)c(S(N)(=O)=O)c1 | -6 | 5 | 3 | -11 | 8 | -5 | -9 | -16
Cc1ccc2[nH]c(CN3CCN(C)C(CCO)C3)c(C)c2c1 (centres undefined) | -3 | -2 | 0 | 1 | 4 | 6 | -2 | -16
Cc1cc(/C=C2/SC(=O)N(CC(=O)N3CCOCC3)C2=O)c(C)n1-c1ccccc1F | 17 | -2 | -1 | -2 | 8 | -2 | 1 | 2
CC(C)(C)CC(C)(C)c1ccc(O)c(CN2CCN(CCC#N)CC2)c1 | -3 | -4 | 1 | 11 | 3 | 4 | -9 | 2
Cc1ccccc1-n1ncc2c1CC(C)(C)CC2NC(=O)C1CCC1 (centres undefined) | 8 | -1 | -1 | 6 | 16 | 3 | -4 | 2
COc1ccc(C(=O)N2CCN(CC(=O)N3CCOCC3)CC2)cc1 | -12 | 6 | -3 | 0 | -14 | 2 | 6 | -3
Cc1cc(C)c2c(N)c(C(=O)Nc3ncc(C)s3)sc2n1 | 67* | -4 | -12 | -8 | 3 | 3 | -20 | -6
O=S(=O)(NCC(c1ccc2c(c1)OCO2)N1CCN(c2ccccc2)CC1)c1ccccc1 (centres undefined) | -1 | -4 | 8 | 12 | 0 | 1 | -8 | 3

Screening data deposited in PubChem BioAssay by Sanford-Burnham Center for Chemical Genomics.
